Assay outcomes as filed in PubChem.
aSyn yeast inh – alpha-synuclein toxicity inhibition in yeast | 370,000 tested, 0.14% active | Yeast expressing alpha-synuclein, growth rescue, BacTiter-Glo, 24 h | AID 652106 | Potency, µM (series often up to 46.1 µM), for inactives: at the highest dose growth rescue (activation), most hits filed as activators; further: potency means the concentration at half of the fitted maximal effect; % of control where 0% means no effect; nearly all actives have a fitted effect of over 65% in size
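Screening used galactose-induced yeast with toxic alpha-synuclein levels, exposed to compound for 24 hr at 30 deg C. Cell growth, read with BacTiter-Glo luminescence, gave the measured signal.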
PTHR1 ag – PTHR1 (human) receptor agonism; HEK293 GP2 PTHR1 cells, GloSensor cAMP luminescence, 1 h; Potency, µM (top dose mostly 115 µM), for inactives: top-dose activation, most hits filed as activators; 410,000 tested, 0.075% active; AID 743266; further: potency means the concentration at half of the fitted maximal effect; nearly all actives have a fitted effect of over 55% in size; some results filed as inactive show a strong effect at the top dose; inactives centre near -15; many of its hits are not listed in these tables
Target sequence (Q03431 whole entry, looked up): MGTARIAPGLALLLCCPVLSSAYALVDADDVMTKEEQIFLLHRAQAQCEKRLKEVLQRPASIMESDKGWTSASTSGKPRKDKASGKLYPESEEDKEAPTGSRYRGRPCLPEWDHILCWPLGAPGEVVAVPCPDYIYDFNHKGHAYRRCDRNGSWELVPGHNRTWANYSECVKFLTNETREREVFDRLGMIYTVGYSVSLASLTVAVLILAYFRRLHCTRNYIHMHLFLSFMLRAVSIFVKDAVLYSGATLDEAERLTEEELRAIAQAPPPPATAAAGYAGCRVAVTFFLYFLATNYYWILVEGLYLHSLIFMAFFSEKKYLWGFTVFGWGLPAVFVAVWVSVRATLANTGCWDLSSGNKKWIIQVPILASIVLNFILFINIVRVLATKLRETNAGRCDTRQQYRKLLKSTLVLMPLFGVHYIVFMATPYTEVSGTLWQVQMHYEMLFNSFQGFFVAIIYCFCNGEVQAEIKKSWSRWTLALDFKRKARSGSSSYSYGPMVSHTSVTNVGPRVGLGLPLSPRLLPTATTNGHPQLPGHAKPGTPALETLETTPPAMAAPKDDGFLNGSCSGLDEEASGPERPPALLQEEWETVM
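HEK-293-derived GP2 cells expressing PTHR1 and a GloSensor cAMP reporter, 3,000/well, plated overnight, given luciferin plus IBMX (each 0.5 mM as added) for 1 h at 37 °C, then compound for 1 h at 37 °C. Luminescence was read after 15 min at room temperature.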
Abeta yeast res – restores growth of yeast expressing A-beta42 peptide. yeast expressing A-beta42, growth rescue, OD600, 48 h; response scale: 0% DMSO, 100% iron-clioquinol control. Potency, µM (doses to about 46.1 µM), for inactives: top-dose growth rescue, actives largely listed as activators. 410,000 tested, 0.063% active. AID 1347071; further: potency means the concentration at half of the fitted maximal effect; nearly all actives have a fitted effect of over 55% in size
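Yeast A-beta toxicity model in growth medium with pinned compounds, 48 h at 30 C; growth read as absorbance at 600 nm. Normalized to FeCl3/clioquinol equimolar mix (positive) and DMSO (negative).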
GLP1R ag – activates the human GLP-1 receptor. P43220. HEK293 GLP-1R CRE-luciferase, luminescence, 4-6 h; cells express a hypersensitive GLP-1R form. Potency, µM (top dose mostly 45.6 µM), for inactives: at the top dose activation, most hits filed as activators. 380,000 tested, 0.007% active; further: potency means the concentration at half of the fitted maximal effect; % of control where 0% means no effect
Target sequence (P43220 whole entry, looked up): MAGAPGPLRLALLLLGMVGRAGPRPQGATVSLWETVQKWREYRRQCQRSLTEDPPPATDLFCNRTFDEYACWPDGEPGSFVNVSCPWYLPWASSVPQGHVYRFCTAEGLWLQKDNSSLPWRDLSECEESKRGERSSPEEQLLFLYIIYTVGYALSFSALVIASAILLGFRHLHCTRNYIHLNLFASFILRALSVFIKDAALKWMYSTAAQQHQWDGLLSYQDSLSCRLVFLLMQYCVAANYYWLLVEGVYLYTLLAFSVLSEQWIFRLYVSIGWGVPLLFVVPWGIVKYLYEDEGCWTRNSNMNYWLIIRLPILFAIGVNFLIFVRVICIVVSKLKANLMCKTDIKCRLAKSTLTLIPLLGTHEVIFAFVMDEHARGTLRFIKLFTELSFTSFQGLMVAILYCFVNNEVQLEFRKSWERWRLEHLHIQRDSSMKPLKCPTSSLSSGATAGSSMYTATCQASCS
FUS yeast rescue – rescues growth of FUS-expressing yeast | S. cerevisiae FUS-expressing, growth rescue, OD600, 24 h | Potency, µM (highest dose often 76.6 µM), without a hit: at the top dose growth rescue (activation), hits mostly activators | 390,000 tested, 0.24% active | AID 1347120;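 further: potency means the concentration at half of the fitted maximal effect; plate controls were DMSO vehicle for no effect and reference control for full effect; nearly all actives have a fitted effect of over 55% in size; some results filed as inactive show a strong effect at the top dose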
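S. cerevisiae expressing FUS from galactose induction served as the toxicity model. Growth after 24hr at 30C, read as absorbance at 600 nm, indicates suppression of toxicity; compounds dosed at several concentrations.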
GLP1R inv ag – GLP-1 receptor (human) inverse agonism | HEK293 GLP-1R CRE-luciferase, luminescence, 24 h; GLP-1R form is constitutively active | Potency, µM (highest dose often 38.3 µM), for inactives: at the highest dose activity change, negative = inhibition, hits mostly inhibitors | P43220 | 410,000 tested, 1.6% active; further: potency means the concentration at half of the fitted maximal effect; on the % scale 0 is the no-effect control and ±100 the full control effect; nearly all actives have a fitted effect of over 55% in size
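Luminescence readout: a drop in cAMP-driven luciferase signal flags inverse agonism at a constitutively active GLP-1R stably expressed in HEK293. Compound exposure lasted 24 hr at 37 deg C, 5% CO2.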
TDP-43 yeast inh – inhibitors of TDP-43 toxicity in yeast | TDP-43 expressing yeast growth rescue, BacTiter-Glo, 24 h | Potency, µM (doses to about 46.1 µM), for the others: top-dose growth rescue (activation), most hits filed as activators | 410,000 tested, 1.8% active | AID 652104; further: potency means the concentration at half of the fitted maximal effect; % of control where 0% means no effect; nearly all actives have a fitted effect of over 50% in size
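Readout is BacTiter-Glo luminescence of cell growth, so inhibitors register as activators. TDP-43-expressing yeast at OD600=0.02 in galactose medium, after raffinose pregrowth to mid-log, were incubated with compound for 24 hr at 30 deg C.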
D3 antag – antagonists of human D3 dopamine receptor | P35462 | 360,000 tested, 2.5% active | max response, negative = inhibition, % | AID 652054 | D3R cells, DiscoveRx beta-arrestin luminescence, antagonist mode; stronger effect = lower value; in the data active means max response below about -50%; inconclusive means no clear call, values can overlap the other calls; further: on the % scale 0 is the no-effect control and ±100 the full control effect; mostly tested at two doses, the higher about 12 µM
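Cells plated overnight at 1500 cells/well, then exposed to library compounds with dopamine controls for 90 minutes at 37 degrees C. DiscoveRx reagent added for 30–60 minutes at room temperature; luminescence read, quantitative HTS format.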
Akt phos inh – inhibitors of Akt phosphorylation | Neuro2A IGF-stimulated pAkt S473 HTRF, 20 min; stronger effect = lower value | activity change, % for hits at 50 µM | 360,000 tested, 0.32% active | AID 651550; in the data active means activity change below about -80%; inconclusive means mostly about -51% to -80%; further: on the % scale 0 is the no-effect control and ±100 the full control effect
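Neuro2A cells in DMEM with 0.5% FBS, overnight at 37 deg C, given compound at single 50 µM final, then IGF (6 nM final) for 20 min at 37 deg C. Lysed; phospho-Akt Ser473 by HTRF after 24 h, 665/615 ratio.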
* marks the source's active call; other numbers are inactive results; i = inactive; ? = inconclusive; nt = no result given; & = joins results of further samples; [ ] = another dose, or the depositor's remark. Unless noted, the call rests on the fitted dose curve; in most records, active means well fitted curve in the direction sought with a large enough effect; inconclusive means small, poorly fitted or top-dose-only effect, or another doubt; inactive means no such curve, though single readings can be large; an effect the other way counts as inactive or inconclusive. The list is partial. The share of hits here may be higher or lower than overall.

SMILES | aSyn yeast inh | PTHR1 ag | Abeta yeast res | GLP1R ag | FUS yeast rescue | GLP1R inv ag | TDP-43 yeast inh | D3 antag | Akt phos inh
COc1ccc(NC(=O)c2sc3nc(N4CCOCC4)c4c(c3c2N)CC(C)(C)OC4)cc1 | -1% | -16% | 14% | 11% | -6% | 11% | -1% | 10 | i
O=C(O)CC(Cc1ccc(Cl)cc1)C(=O)NCc1ccccc1 (stereo not given) | 2% | -18% | 12% | -2% | nt | 8% | 22% | -8 | i
C=CCNC(=S)N1CCc2c([nH]c3ccccc23)C1C (stereo not given) | -18% | -52%[inhibitor] | 11% | 1% | 12% | ? | 20%[9.22 µM] | -17 | i
Cc1ccc(NC(=O)c2ccc(COc3ccccc3)o2)nc1 | -4% | i | 2% | -1% | -7% | ? | ? | 14 | i
Cc1ccc(-n2c(C)nc3ccsc3c2=O)cc1 | 2% | -5% | 0% | 4% | 6% | -25% | 10% | 12 | i
CCN(C(=O)Cn1cnc2c1c(=O)n(C)c(=O)n2C)c1ccccc1C | nt | i | -3% | nt | -24% | 9% | 21% | nt | nt
Cc1cnc(NC(=O)c2cccs2)s1 | 0% | -31%[inhibitor] | -1% | -2% | -1% | 7% | -9% | -9 | i
N/C(=N\OC(=O)C12CC3CC(CC(C3)C1)C2)c1ccccn1 | -9% | -32%[inhibitor] | -17% | 9% | 15% | ? | ? | 20 | i
Cn1c(CCc2nc3ccccc3[nH]2)nnc1SCC#N | -7% | -21% | -4% | 5% | 17% | -24% | 0% | 1 | i
CC(C)NC(=O)NC(=O)COC(=O)c1cc(S(=O)(=O)N2CCCCC2)ccc1N1CCOCC1 | 0% | i | 3% | 18% | 23% | 85%[activator] | 6% | -20 | i
COc1ccc2cc(CN(CC3CCCO3)C(=O)Nc3ccccc3OC)c(=O)[nH]c2c1 (stereo not given) | -1% | i | -1% | 2% | 16% | ? | -3% | ? | i
NC(=S)N=Nc1c(O)n(Cc2ccc(F)cc2)c2ccccc12 | 1% | i | ? | 1% | 1% | ? | ? | 10 | i
CCCOc1ccc(C(=O)Nc2cc3nn(-c4ccc(CC)cc4)nc3cc2C)cc1 | nt | i | -3% | nt | -24% | -1% | 13% | nt | nt
Cc1ccc(O)c(CCc2ccc(O)cc2)n1 | 0% | i | -7% | -1% | 9% | -11% | -20% | -15 | i
COc1ccc(CC(=O)OCC(=O)Nc2cc(Cl)ccc2C)cc1 | 1% | i | 15% | 17% | -9% | 1% | -3% | -7 | i
COc1ccc(C(=O)N2CCN(c3nc4cc(C)cc(C)c4cc3C#N)CC2)cc1 | 4% | -54%[inhibitor] | -5% | 4% | 42% | ? | ? | 13 | i
CCn1c(SCc2cccnc2)nnc1-c1c[nH]c2ccccc12 | -2% | -8% | 4% | 8% | -25% | 20% | 10% | -7 | i
Cc1ccc(Cl)cc1N1CCN(C(=O)CCS(=O)(=O)c2cc(Br)cc3c2N(C(=O)C2CC2)CC3)CC1 | nt | i | 2% | nt | 19% | -2% | 19% | nt | nt
Cc1nc(/N=C(\N)N(C)C)[nH]c(=O)c1C | -13% | -14% | 1% | 16% | -27% | 23% | -5% | 4 | i
CCC1=NN2C(=N)/C(=C/c3c(C)nn(-c4ccccc4)c3Cl)C(=O)N=C2S1 | -8% | -19% | -2% | -2% | nt | -20% | 20% | 14 | i
COc1ccc(CCN(C)CCc2ccc(OC)c(OC)c2)cc1OC | 0%&-4% | -25% | -8% | 7% | -29% | 33%[activator] | 13% | -21 | i
Cc1ccc(OCC(=O)Nc2sc3c(c2C#N)CCC3)cc1C | -6% | i | 5% | 5% | 6% | 2% | 5% | -21 | i
COc1ccc(-c2nc(CSCC(=O)N3CCN(C)CC3)c(C)o2)cc1OC | -13% | -24% | 0% | 6% | -11% | 18% | 8% | -1 | i
CC(=O)C1C(c2ccc([N+](=O)[O-])cc2)C2C(C)=NN=C2CC1(C)O (stereo not given) | -4% | i | -2% | -1% | 5% | 11% | 3% | -9 | i
COc1cc(C=O)ccc1OS(=O)(=O)c1ccc(NC(C)=O)cc1 | 11% | i | 10% | -6% | nt | 0% | 5% | ? | i
COc1ccc(NC(=O)Cn2nnc(C(=O)Nc3ccc(C)c(F)c3)c2N)cc1Cl | nt | -1% | -8% | nt | -8% | 2% | 20% | nt | nt
C=CCn1c(SCC(N)=O)nc2sc3c(c2c1=O)CCC3 | -1% | -7% | 14% | 6% | 26% | 45%[activator] | 12% | -6 | i
CCOC(=O)c1c(NC(=O)c2cccnc2Cl)sc(C(=O)N(C)C)c1C | 4% | i | -36%[inhibitor] | ? | nt | 176%[activator] | 10% | 16 | i
Cc1nc(SCc2ccc(C(=O)O)cc2)c2c(C)c(C)sc2n1 | 13% | -4% | 8% | 13% | 5% | 36%[activator] | 12% | -6 | i
CCCCNC(=O)CCC(=O)Nc1ncc(-c2ccc(C)cc2)n1C | 4% | i | 12% | -2% | 11% | 42%[activator] | 10% | 1 | i
CCN(c1ccccc1)S(=O)(=O)c1ccc2c(c1)N(C(C)=O)CCO2 | 3% | -21% | -1% | 14% | -17% | 5% | 16% | 0 | i
CCOc1cc(C(=O)OCC(=O)Nc2cc(C)on2)cc(OCC)c1OCC | -2% | i | -12% | -6% | 23% | 0% | -13% | 27 | i
Cc1[nH]n(-c2ccccc2)c(=O)c1N=Nc1c(Cl)cccc1Cl | 3% | i | -1% | 3% | -10% | -3% | 3% | 10 | i
CC1=NN(c2ccc(C(=O)OC(C)C)cc2)C(=O)/C1=C\C=C\c1ccco1 | 2% | i | 13% | -14% | ? | 11% | 6% | 2 | i
CCC1(CC)NC(=O)N(CC(=O)OCC(=O)Nc2sccc2C#N)C1=O | -4% | i | -12% | 4% | nt | -2% | 22% | ? | i
CCOc1ccc(NC(=S)NC(C)CCc2ccccc2)cc1 (stereo not given) | 7% | i | ? | 5% | 20% | 9% | 3% | 5 | i
Cc1cc(C)c2c(=O)n3c(nc2c1)C(C)NC(=O)c1cccnc1-3 (stereo not given) | 0% | -17% | -6% | 6% | -11% | -2% | 3% | -14 | i
CC(=O)C1=C(O)C(=O)N(c2ccccn2)C1c1ccccc1[N+](=O)[O-] (stereo not given) | 1% | -16% | -14% | 1% | 2% | -13% | -12% | 1 | i
OCC1(CCOc2ccccc2)CCN(CC2=Cc3cc(Cl)ccc3OC2)CC1 | 0% | -25% | -5% | 13% | 23% | ? | -10%[0.397 µM] | ? | i
CCCn1ncc([C@@H]2C[C@H]3CN(Cc4cccc(Cl)c4)C(=O)[C@]34CCCN24)c1C | -4% | i | 1% | 10% | 5% | ? | -9% | -10 | i
CCn1ncc(CNC(=O)C2(C)CC2(Cl)Cl)c1C (stereo not given) | 3% | -18% | 3% | -2% | nt | 0% | 11% | 37 | i
CC12CN3CC(C)(CN(C1)C3c1ccc3c(c1)OCO3)C2 (stereo not given) | 5% | -2% | -2% | -5% | -17% | 12% | 20% | 8 | i
COc1ccccc1/C=C(/C(=O)OCC(=O)Nc1cc(C)ccc1C)c1ccccc1 | 6% | -22% | 6% | 20% | 11% | -27% | -13% | 44 | i
Cn1c(NCC(O)c2ccccc2)nc2c1c(=O)n(Cc1ccc(Cl)cc1)c(=O)n2C (stereo not given) | -5% | -10% | -5% | 6% | 17% | ? | -14% | 1 | i
CC(NC(=O)COc1ccccc1)C(c1cccs1)N1CCCC1 (stereo not given) | 1% | -3% | -5% | 7% | 2% | -5% | -7% | 9 | i
N#Cc1ccc(OCC(=O)OCCCOC(=O)COc2ccc(C#N)cc2)cc1 | 0% | 3% | 3% | -11% | nt | 1% | 22% | -25 | i
CCOc1ccccc1NC(=O)COC(=O)C1CCC(=O)N1 (stereo not given) | 1% | i | -3% | 0% | -15% | -2% | -16% | 12 | i
O=C(CSc1nc(C(F)(F)F)cc(=O)[nH]1)Nc1nccs1 | -3% | i | -6% | -8% | 12% | 15% | -1% | -4 | i
O=C(CSCc1ccc(F)cc1)NCc1ccc2c(c1)OCO2 | 3% | i | ? | 3% | 41% | ? | 7% | -18 | i
O=C(c1cc2ccccc2cc1O)N1CCN(c2ccccc2O)CC1 | 21% | 0% | ? | 10% | 34% | ? | -25% | -24 | i
COC(=O)Cc1c(C)nc2nc(NCc3ccc(Br)cc3)[nH]n2c1=O | nt | 0% | -3% | nt | -16% | 6% | 5% | nt | nt
O=C(Nc1ccccc1N1CCOCC1)c1cccnc1 | 2% | i | 0% | -3% | -14% | 20% | 2% | 5 | i
CC(C)Oc1ccc(CN=C(N)N=C(N)N)cc1Cl | 6% | i | -2% | -3% | 2% | ? | 8% | 13 | i
O=C(CSc1nc2cc(Cl)ccc2s1)N1CCCc2ccccc21 | -5% | i | 2% | 11% | 17% | ? | 5% | 9 | i
Cc1cccc(NC(=O)c2oc3ccccc3c2NC(=O)Cc2coc3c(C)c(C)ccc23)c1 | nt | -12% | 4% | nt | -16% | 29% | 22% | nt | nt
N#CC(C#N)=C1C=C2C=C(N3CCOCC3)CCC2CC1 (stereo not given) | 0% | -3% | -18% | -1% | -17% | 0% | 4% | 8 | i

Reprinted from the listing, two compounds:
SMILES | aSyn yeast inh | PTHR1 ag | Abeta yeast res | GLP1R ag | FUS yeast rescue | GLP1R inv ag | TDP-43 yeast inh | D3 antag | Akt phos inh
N#Cc1ccc(OCC(=O)OCCCOC(=O)COc2ccc(C#N)cc2)cc1 | 0% | 3% | 3% | -11% | nt | 1% | 22% | -25 | i
CCOc1ccccc1NC(=O)COC(=O)C1CCC(=O)N1 (stereo not given) | 1% | i | -3% | 0% | -15% | -2% | -16% | 12 | i
